GlmU inhibition: inhibition of mycobacterial GlmU enzyme – biochemical, glucosamine-1-phosphate acetyltransferase (AID 1376). M. tuberculosis GlmU acetyltransferase enzyme assay; higher % means a stronger effect. inhibition, %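 (tested at 30 µM in the primary screen)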; hits with a dose series show IC50 in µM. actives 0.25% (n = 220,000); in the data active = inhibition above about 13%; inconclusive = no clear call, values can overlap the other calls;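 also: 0% = complete reaction with vehicle and 100% = reaction without substrate; strong numbers were not always called active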
Mtb RmlCD inh: inhibitors of Mycobacterium tuberculosis RmlC and RmlD coupled enzymes; P9WH09+P9WH11; RmlC+RmlD coupled enzyme assay, percent inhibition; primary screen in compound mixtures; inhibition, % at 3.6 µM; actives 0.03% (n = 160,000); in the data active = inhibition mostly above about 34%, no sharp cut-off; inconclusive = no clear call, values can overlap the other calls; inactive = mostly below about 22%; also: some results filed as inactive read as strong as hits
Target sequence (P9WH09 whole entry, looked up): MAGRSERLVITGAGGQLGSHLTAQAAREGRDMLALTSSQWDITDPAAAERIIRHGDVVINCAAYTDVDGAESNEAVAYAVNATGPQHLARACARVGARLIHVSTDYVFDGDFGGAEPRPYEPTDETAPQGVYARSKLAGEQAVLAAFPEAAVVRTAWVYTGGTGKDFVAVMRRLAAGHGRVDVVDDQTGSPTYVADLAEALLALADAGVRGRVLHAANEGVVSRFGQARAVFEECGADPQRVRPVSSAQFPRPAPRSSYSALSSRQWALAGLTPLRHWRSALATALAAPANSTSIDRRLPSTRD
Target sequence (P9WH11 whole entry, looked up): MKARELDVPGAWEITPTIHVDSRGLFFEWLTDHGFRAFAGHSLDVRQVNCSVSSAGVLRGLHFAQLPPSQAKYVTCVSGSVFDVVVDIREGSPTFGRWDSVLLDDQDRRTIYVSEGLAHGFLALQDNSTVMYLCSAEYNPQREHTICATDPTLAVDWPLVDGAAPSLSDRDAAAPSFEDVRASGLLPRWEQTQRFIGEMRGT
* hit, by the source's call; ? = inconclusive; . = not tested or not shown. These rows are one share of the data. The share of hits here may be higher or lower than overall.

SMILES	GlmU inhibition	Mtb RmlCD inh
COC(=O)c1cc(OC)c(OC)cc1NCC(=O)Nc1ccc(C)cc1	0.6%	45
CCOC(=O)c1c(NC(=O)CSc2nnc3ccccn23)sc2c1CCC2	6.1%	.
COc1ccc(S(=O)(=O)N2CCC(C(=O)N3CCC(C(N)=O)CC3)CC2)cc1Cl	-1.3%	5
O=C(CCNC(=O)c1ccco1)Nc1ccccc1N1CCOCC1	-2.4%	-12
CCC(=O)Nc1ccc(C(=O)Nc2c[nH]c(=O)[nH]c2=O)cc1	-2.9%	-8
COc1cccc(CNc2nn[nH]n2)c1OC	2.1%	.
CCCCNC(=O)CCCCCNS(=O)(=O)c1ccc(OC)cc1	5.2%	7
CNc1cc([N+](=O)[O-])ccc1N/C=C/C(=O)c1cccs1	-3.0%	.
CCOC(=O)C(C)Sc1cnccn1 (stereo unspecified)	0.6%	-17
CC(C)c1ccc(NC(=S)NNC(=O)c2cccnc2)cc1	1.5%	.
CCOC(=S)SCc1cn2ccccc2n1	-4.7%	-6
Cc1ccc(C)c(NC(=O)CSc2nc3c(c(=O)n2C)SC(C)C3)c1 (stereo unspecified)	3.2%	-9
O=C(Nc1nnc(C2CC2)s1)C1COc2ccccc2O1 (stereo unspecified)	-1.5%	0
CCCCc1c(O)nc(SCC(=O)N2CCCCC2)n(-c2ccccc2C)c1=O	-2.7%	.
COC(=O)c1cccc(NC(=O)Cc2ccc(OC)cc2)c1C	5.7%	.
COc1ccc(NC(=O)N2c3ccc(OC)cc3C(C)=CC2(C)C)cc1	2.5%	.
O=C(Nc1nccs1)c1cccc(S(=O)(=O)N2CCOCC2)c1	8.9%	.
Cc1nc(N2CCC(C)CC2)c2c(C)c(C(=O)Nc3ccccc3C(F)(F)F)sc2n1	1.8%	.
COc1ccc(CCNC(=O)c2ccccc2N(C)S(=O)(=O)c2ccccc2)cc1	0.0%	-4
Cc1cc(Br)c(OCC(=O)NN)c2c1CCC2	-4.2%	-2

5 neighbouring entries from above, for reference:
SMILES	GlmU inhibition	Mtb RmlCD inh
COC(=O)c1cc(OC)c(OC)cc1NCC(=O)Nc1ccc(C)cc1	0.6%	45
CCOC(=O)c1c(NC(=O)CSc2nnc3ccccn23)sc2c1CCC2	6.1%	.
COc1ccc(S(=O)(=O)N2CCC(C(=O)N3CCC(C(N)=O)CC3)CC2)cc1Cl	-1.3%	5
O=C(CCNC(=O)c1ccco1)Nc1ccccc1N1CCOCC1	-2.4%	-12
CCC(=O)Nc1ccc(C(=O)Nc2c[nH]c(=O)[nH]c2=O)cc1	-2.9%	-8

The list continues:
SMILES	GlmU inhibition	Mtb RmlCD inh
Cc1ccc2c(c1)COc1c3ccc(C(=O)NCC4CC4)cc3nn1-2	-2.2%	.
COC(=O)c1ccc(C2OCC(C)(C)CO2)cc1	8.6%	6
COc1ccc(-c2nnn(CC(=O)N(CC(=O)NC3CCCC3)c3cccc(C)c3)n2)cc1OC	1.0%	-12
Cc1ccccc1NC(=O)/C(C#N)=C/c1ccsc1	-3.1%	2
Nc1c(C(=O)NCCc2ccccc2)nnn1Cc1ccc(Cl)cc1	-4.2%	.
O=c1[nH]c(=O)n(C2CCCCCC2)c(O)c1C=NCC1CCCO1 (stereo unspecified)	-1.1%	.
COc1ccc(C)cc1NC(=O)Nc1ccccc1SC	-8.1%	.
COC(C(=O)NNC(=O)CCc1ccccc1)c1ccccc1 (stereo unspecified)	0.4%	1
O=C1CC(c2ccc3c(c2)OCO3)c2cc3c(cc2N1)OCCO3 (stereo unspecified)	-0.7%	11
CCOC(=O)c1cc2c(=O)n3ccccc3nc2n(CCCOC)c1=NC(C)=O	.	7
CSc1ccc(CNCCCN(C)C)cc1	4.5%	.
COc1ccc(-n2c(C)cc(-c3csc(N)n3)c2C)cc1	0.3%	.
Cc1nc(SCC(=O)N(C)C2CCCCC2)[nH]c(=O)c1Cc1ccccc1	6.4%	10
Cc1nn(CC(=O)N2CCOCC2)c(=O)c2ccccc12	-4.0%	.
O=C(c1ccc(-n2cccn2)cc1)N1CCc2c([nH]c3ccccc23)C1c1ccccn1 (stereo unspecified)	-8.1%	-5
O=[N+]([O-])c1ccc(Cl)cc1Sc1ccccn1	-0.8%	-8
CCN(CC)c1nc(=S)nc(NC(C)(C)C)[nH]1	2.9%	5
c1ccc(COc2cccc(CNCc3cccs3)c2)cc1	-5.4%	-12
CC1=C(C(=O)OC2CCCCC2)C(c2cccs2)n2c(nc3ccccc32)N1 (stereo unspecified)	2.0%	-8
Cc1ccc(C)c(N2CCN(c3ccncc3N)CC2)c1	-4.5%	.
O=C(CC1SCCNC1=O)Nc1ccc(Cl)cc1 (stereo unspecified)	-1.1%	-5
CCOc1ccc(C(=O)N(C)C2CCS(=O)(=O)C2)cc1 (stereo unspecified)	-3.1%	0
CCCSC1=C(C#N)C(c2ccc(OC)cc2)C2=C(CC(C)(C)CC2=O)N1 (stereo unspecified)	-5.1%	14
CCOc1ccc(-n2cc(C(=O)Nc3cccc(C)n3)c3cc(OC)c(OC)cc3c2=O)cc1	1.9%	.
O=C(NCC1CCCO1)C1c2ccccc2C(=O)N1C1CCCCCC1 (stereo unspecified)	2.9%	.
CCc1nc(C)cn1S(=O)(=O)c1cc(Cl)c(OC)cc1Cl	-7.5%	.
NS(=O)(=O)c1ccc(N/N=C/c2cn(-c3ccccc3)nc2-c2ccccc2)c([N+](=O)[O-])c1	1.7%	.
COc1cccc2c1OCC1COc3c(c(=O)n(C)c(=O)n3C)C21 (stereo unspecified)	2.4%	.
CCN(CC)S(=O)(=O)c1cccc(NC(=O)c2cc3ccccc3o2)c1	-0.9%	-5
CN(C(=O)CC1C(=O)NCCN1CC(c1ccccc1)c1ccccc1)C(C1CC1)C1CC1 (stereo unspecified)	-3.7%	.
CC(=O)Nc1ccc(C(=O)NCC(=O)OCc2ccccc2F)cc1	0.6%	8
COc1cc(OC)c(N(C)S(=O)(=O)c2cccc(C(=O)NC(C)C3CC4CCC3C4)c2)cc1Cl (stereo unspecified)	4.6%	.
CCCCn1c(N)c(-c2nc3ccccc3o2)c2c([N+](=O)[O-])nn(CC)c(=O)c21	-5.2%	5
COc1cc2nc(Cl)nc(N3CCOCC3)c2cc1OC	-4.2%	4
O=C(CCCCCN1C(=O)c2cccc3cccc(c23)C1=O)NCc1cccnc1	-0.2%	-6
Cc1cc(NC(=O)c2ccc(COc3ccc(Cl)c(C)c3)o2)no1	1.9%	5
Cc1nnc(-c2ccc(Cl)cc2)nc1NCCN(C)C	-2.5%	9
COc1ccc(NC(=O)C(=O)N/N=C(\C)CC(=O)Nc2ccccn2)c(OC)c1	5.5%	-2
CCN(CC)C(=O)C1CCCN(Cc2ccc(OC)c(C)c2)C1 (stereo unspecified)	-5.6%	4
CCCCS(=O)CC(COCc1ccccc1)OC(=O)CSc1nc(C)cc(C)n1 (stereo unspecified)	0.3%	.
O=C(CCCn1c(=S)[nH]c2ccccc2c1=O)NCCSCc1ccccc1	-0.2%	5
Cc1ccc(C)c(N(C(=O)Cn2nnc3ccccc32)C(C(=O)NCc2ccco2)c2ccncc2)c1 (stereo unspecified)	-2.0%	.
COc1ccc(CCNC(=O)c2ccco2)cc1	2.6%	6
CC(=O)Nc1ccc(S(=O)(=O)NNC(=O)c2ccc(S(=O)(=O)N3CCCCC3)cc2)cc1	-3.1%	-4
CCSc1nnc(NC(=O)C2CC(=O)N(Cc3ccccc3)C2)s1 (stereo unspecified)	-6.3%	.
CC(C)CNS(=O)(=O)c1ccc(CCC(=O)NCC2CCCO2)cc1 (stereo unspecified)	4.5%	-6
CSc1nc(/C=C2\C=Nc3ccccc32)c(O)n1C	7.0%	5
CCOC(=O)C1=C(CNC2CCCCC2)NC(=O)NC1c1cc(C)ccc1C (stereo unspecified)	5.0%	-14
O=C1Nc2ccccc2C12OCC(COc1ccc(Cl)cc1)O2 (stereo unspecified)	4.9%	18
COc1cccc(C2CC3C(=O)C=CC2N3Cc2ccccc2)c1 (stereo unspecified)	-1.4%	-11
Cc1occc1C(=O)N/N=C/c1cccnc1	-4.5%	6
CCOc1cc(-c2cn(S(=O)(=O)c3cccc4nsnc34)nc2N)cc(OCC)c1OCC	-5.0%	.
O=C(COC(=O)C1CC(O)CN1C(=O)Oc1ccccc1)c1ccc(Br)cc1 (stereo unspecified)	2.5%	.
COc1cccc(C(=O)NC(Cc2ccccc2)c2ccc3c(c2)OCCCO3)c1 (stereo unspecified)	-4.7%	.
O=C(O)/C=C/C(=O)Nc1ccc(-n2nccc2C(F)(F)F)cc1	-2.1%	-1
CCOC(=O)N1CCN(C(=O)CCCCCn2c(=S)[nH]c3cc4c(cc3c2=O)OCO4)CC1	1.4%	-12
COc1cc(N=CC2=C(O)c3ccccc3C2=O)cc(OC)c1	2.7%	.
Cc1cccc(-c2nc(C#N)c(NCc3ccco3)o2)c1	5.4%	7
O=C(COC(=O)/C=C/c1ccc2c(c1)OCO2)NC1CCS(=O)(=O)C1 (stereo unspecified)	-3.5%	0
Cc1cccc(NCc2nc(-c3ccccc3)no2)c1	3.7%	-9

Continuation:
SMILES	GlmU inhibition	Mtb RmlCD inh
CCOC(=O)C1=NOC2COC3(CCN(c4ncccn4)CC3)OCC12 (stereo unspecified)	0.1%	5
COc1cc(/C=C/C(=O)OCC(=O)N2CC3(C)CC2CC(C)(C)C3)ccc1O (stereo unspecified)	-3.3%	5
O=C(CN1CCc2ccccc2C1)Nc1cc(S(=O)(=O)N2CCOCC2)ccc1N1CCCC1	-2.5%	-14
CCOC(=O)C1=C(N)n2c(s/c(=C\c3ccncc3)c2=O)=C(C(=O)OCC)C1c1ccncc1 (stereo unspecified)	3.6%	-11
O=C(Nc1ccccc1C(=O)O)c1ccccc1	3.9%	-5
O=C(c1ccc(CS(=O)(=O)c2ccccc2)o1)N1CCC2(CC1)OCCO2	-1.8%	-6
Cn1c(=O)c2c(SCc3cccnc3)nc(C3CC3)nc2n(C)c1=O	-1.1%	?
CCC(C(=O)O/N=C(\N)c1ccccc1)c1ccccc1 (stereo unspecified)	6.0%	.
Cc1cc(C(=O)Nc2c(F)c(F)c(F)c(F)c2F)n(-c2ccccc2)n1	0.1%	6
CC(C)(C)NC(=O)CN(C(=O)CS(=O)CC(=O)Nc1ccc(F)cc1)c1ccc2c(c1)OCCO2 (stereo unspecified)	-1.2%	9
CCOc1ccccc1C(=O)N[C@H](C(=O)Nc1ccc(OC)c(S(=O)(=O)N2CCOCC2)c1)C(C)C	7.4%	-4
CCCOc1ccc(N2CC(C(=O)Nc3ccc(N4CCOCC4)cc3)CC2=O)cc1 (stereo unspecified)	5.6%	-5
O=C1CCc2cc(S(=O)(=O)N3CCC(C(=O)NC4CCCC4)CC3)ccc2N1	3.8%	10
CCn1c(CN2CCN(Cc3ccc(C)cc3)C(CCO)C2)nc2ccccc21 (stereo unspecified)	-2.9%	.
COC(=O)CNC(c1ccccc1)c1cc(Br)ccc1NC(=O)CCN1CCOCC1 (stereo unspecified)	2.2%	.
COc1cccc(NC(=S)N/N=C2\CC(C)(C)Oc3ccc(O)cc32)c1	-2.0%	7
CC(C)(C)c1[nH]nc2c1C(c1ccsc1)C(C#N)=C(N)O2 (stereo unspecified)	10%	-9
COC(=O)Cn1ccc(N(C)C)c(C#N)c1=O	-0.5%	.
CC(C)c1nnc(NC(=O)CSc2nnc(NC(=O)c3c(F)cccc3F)s2)s1	-3.5%	-6
CC(=O)n1cc([C@@H]2C=C(C(=O)Nc3ccccc3)O[C@H](OCCCCO)C2)c2ccccc21	-2.3%	.
CN(Cc1cn(C)nc1-c1ccc(Oc2ccccc2)cc1)C1CCOC1 (stereo unspecified)	-2.5%	-1
CCOc1cc(C(=O)N(C)Cc2cc3ccccc3[nH]c2=O)cc(OCC)c1OCC	3.1%	0
CCCc1[nH]nc2c1C(c1cc(OC)cc(OC)c1)C(C#N)=C(N)O2 (stereo unspecified)	-1.2%	4
O=C(NCc1ccccc1)C(=O)NCC1OCCN1C(=O)c1ccc(Cl)cc1 (stereo unspecified)	4.3%	4
O=C(CSc1nc2ccccc2n1Cc1ccccc1)N/N=C/c1ccco1	0.2%	4
O=C(CSc1nc2cc(S(=O)(=O)N3CCOCC3)ccc2o1)NC1CCCc2ccccc21 (stereo unspecified)	8.2%	5
Cc1cccn2c(=O)c3cc(C#N)c(=O)n(-c4c(C)n(C)n(-c5ccccc5)c4=O)c3nc12	0.1%	-8
COc1ccc(C(=O)OCC(=O)NCc2ccco2)cc1S(=O)(=O)N1CCN(c2cccc(Cl)c2)CC1	0.6%	10
CC1CCC/C(=N\NC(=S)Nc2ccccc2)C1 (stereo unspecified)	-3.1%	-5

Reformatted as labelled records: part of the list above
SMILES: CCCc1[nH]nc2c1C(c1cc(OC)cc(OC)c1)C(C#N)=C(N)O2 (stereo unspecified)
  GlmU inhibition = -1.2%
  Mtb RmlCD inh = 4
SMILES: O=C(CSc1nc2cc(S(=O)(=O)N3CCOCC3)ccc2o1)NC1CCCc2ccccc21 (stereo unspecified)
  GlmU inhibition = 8.2%
  Mtb RmlCD inh = 5
SMILES: COc1ccc(C(=O)OCC(=O)NCc2ccco2)cc1S(=O)(=O)N1CCN(c2cccc(Cl)c2)CC1
  GlmU inhibition = 0.6%
  Mtb RmlCD inh = 10
SMILES: O=C(NCc1ccccc1)C(=O)NCC1OCCN1C(=O)c1ccc(Cl)cc1 (stereo unspecified)
  GlmU inhibition = 4.3%
  Mtb RmlCD inh = 4
